Screening data (PubChem)
N-glyco inh = N-linked glycosylation inhibition. 0.23% of 360,000 active. AID 588692. reporter increase, % at 12.5 µM. D54 ERlucT glycosylation luciferase reporter, 24 h; percent of 100 nM tunicamycin response;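 active means mean luciferase reporter signal, scaled so untreated is 0 and the glycosylation-blocking control 100, at or above a set limit in every replicate; inconclusive means mean reaches the limit but not every replicate does; inactive means mean below the limit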;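 further: luciferase carries N-glycosylation sites so blocking glycosylation raises the light; 0% = median of neutral control wells and 100% = median of 100 nM tunicamycin wells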
ABCB6 inh 2 = human ABCB6 transporter inhibition. K562-ABCB6 porphyrin accumulation, flow cytometry, 1 h; active compounds read low. fluorescence ratio to DMSO, % at 10 µM. 0.19% of 360,000 active;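 active means fluorescence ratio to DMSO below 75%, the collection mean minus 3 SD; inconclusive means too few cells collected in the well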;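 further: signal is porphyrin accumulated inside mitochondria; 100% equals median channel fluorescence of DMSO control wells; lower ratio means ABCB6 inhibition with less porphyrin fluorescence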
Target sequence (Q9NP58 whole entry, looked up): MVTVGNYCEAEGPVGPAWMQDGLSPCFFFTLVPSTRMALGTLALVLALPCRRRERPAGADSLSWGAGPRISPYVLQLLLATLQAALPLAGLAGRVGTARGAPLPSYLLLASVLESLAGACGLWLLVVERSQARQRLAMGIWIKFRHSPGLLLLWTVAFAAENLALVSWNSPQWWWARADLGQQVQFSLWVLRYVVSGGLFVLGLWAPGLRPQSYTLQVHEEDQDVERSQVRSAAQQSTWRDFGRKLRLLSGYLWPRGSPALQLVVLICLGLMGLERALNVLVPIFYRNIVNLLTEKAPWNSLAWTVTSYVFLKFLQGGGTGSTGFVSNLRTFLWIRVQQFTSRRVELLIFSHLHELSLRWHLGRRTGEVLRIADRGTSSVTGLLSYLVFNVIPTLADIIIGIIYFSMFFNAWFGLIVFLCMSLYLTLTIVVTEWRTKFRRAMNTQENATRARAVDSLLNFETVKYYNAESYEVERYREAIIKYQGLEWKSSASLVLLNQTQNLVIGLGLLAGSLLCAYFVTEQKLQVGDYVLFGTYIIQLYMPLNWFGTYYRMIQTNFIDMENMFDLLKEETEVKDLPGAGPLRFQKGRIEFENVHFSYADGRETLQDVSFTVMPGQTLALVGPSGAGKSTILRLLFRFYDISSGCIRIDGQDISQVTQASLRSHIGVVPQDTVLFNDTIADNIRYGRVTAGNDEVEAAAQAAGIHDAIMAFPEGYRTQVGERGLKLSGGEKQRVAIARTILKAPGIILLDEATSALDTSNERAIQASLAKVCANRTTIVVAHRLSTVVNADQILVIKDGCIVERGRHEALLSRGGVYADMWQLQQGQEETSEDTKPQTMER
aDG glyco up = alpha-DG glycosylation activation | Pro5-aDG cells, alpha-DG glycosylation AlphaScreen (IIH6); 0% Pro5, 100% B10-LARGE cell signal | activation, % at 10 µM | 0.22% of 360,000 active | AID 624168;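 active means activation of at least 8% versus controls, or a plate z-score of at least 8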;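 further: Pro5 are CHO cells carrying HIG-tagged alpha-DG that lacks glycosylation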
m5-HT2A agonist = agonists of mouse serotonin 5-HT2A receptor (HTR2A). P35363. CHO-K1 mHTR2A beta-arrestin complementation, luminescence; percent of 30 µM serotonin response. activation, % at 7.6 µM. 0.66% of 360,000 active. AID 624169;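 active means activation above a run cutoff, the mean activation of all tested compounds plus 3 SD, cut at about 14% in these data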;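 further: 0% = plate median of compound wells and 100% = 30 µM serotonin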
CaV13 FRET inh = Primary screen for inhibitors of IQ motif and Ca2+-dependent inactivation inhibitor domain binding in CACNA1D, Förster resonance energy transfer in living cells, …; HEK cells, CFP/YFP FRET ICDI-IQ, plate reader, 10 min; percent FRET-ratio fall versus neutral wells; inhibition, % at 12.3 µM; 0.098% of 340,000 active;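 active means mean replicate inhibition of at least 30% and at least 1% of replicates passing that level; inconclusive means only one of the two criteria is met; inactive means neither criterion is met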;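 further: 0% = median of the neutral control wells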
iPSC survival up = increases survival of single human iPS cells; hiPSC single-cell survival, ATPlite luminescence; 100% = ROCK inhibitor wells, 0% = DMSO; survival enhancement, % at 20 µM; 0.044% of 360,000 active; in the data active means survival enhancement above about 18%;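 further: cells exposed to compounds for 16 hours before the ATP read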
Vif imaging = HIV Vif inhibition; HEK293T cells, Vif self-association by quenched fluorescence, imaging, 24 h; inhibition, % at 7.49 µM; 0.35% of 340,000 active; AID 602346; in the data active means inhibition above about 50%, passing the limit was not always enough; inconclusive means no clear call, values can overlap the other calls; inactive means below about 31%; further: some results filed as inactive read as strong as hits
Granule exo inh = lytic granule exocytosis inhibition | TALL-104 LAMP-1 surface exposure, flow cytometry; cells stimulated with thapsigargin and PMA | inhibition, % at 10 µM | AID 651702 | 0.66% of 360,000 active;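 active means inhibition above about 55%, limit read from the data; inconclusive means no clear call, values can overlap the other calls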
PDI turbidity = PDI (human) enzyme inhibition; P07237; PDI insulin aggregation turbidity, A650, 90 min; inhibition, % at 10 µM; 0.052% of 350,000 active; AID 588391;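 active means mean inhibition across replicates of 30% or more, whatever share of single replicates reach that level; inconclusive means mean inhibition below 30% while every single replicate reaches 30%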;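 further: absorbance from insulin aggregation driven by PDI reduction with DTT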
Cardio protect = myocardial damage modulation in H9c2 cells; H9c2 cardiomyocytes, H2O2 injury protection, ATPLite, 2 h; protection from H2O2 cell death, % at 20 µM; 0.63% of 360,000 active;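 active means compounds giving at least 50% protection of heart cells from peroxide-induced death in the single-dose screen, raw or plate-pattern-corrected value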;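 further: 0% = DMSO wells with peroxide and 100% = DMSO wells without peroxide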
The depositor's hits bear a star; ? = inconclusive; . = not tested or not shown.

molecule | N-glyco inh | iPSC survival up | CaV13 FRET inh | ABCB6 inh 2 | Vif imaging | PDI turbidity | Granule exo inh | m5-HT2A agonist | aDG glyco up | Cardio protect
Cc1ccc(NC(=O)[C@@H]2O[C@H](CO)[C@H](O)[C@H](O)[C@H]2O)cc1C(F)(F)F | 1.2 | 8.3 | -10.4 | 99.0 | . | 7.9 | -2.7 | 9.4 | -0.3 | 0.7
C=CCc1ccc(OCc2ccc(C(=O)Nc3ccc(NC(C)=O)cc3)o2)c(OC)c1 | -1.9 | -0.6 | -19.6 | 99.0 | -0.4 | -5.0 | 9.1 | 0.5 | -0.2 | 4.7
O=C(NCC1CCCO1)c1cccc2c1C(=O)c1ccc(N3CCC(Cc4ccccc4)CC3)cc1S2(=O)=O (centres undefined) | -4.7 | 1.2 | . | 115.0 | -11.3 | -1.1 | -1.1 | 8.2 | -0.2 | -4.7
CC(=O)Nc1ccc(S(=O)(=O)N2CCOCC2)cc1 | 1.4 | -2.3 | -6.0 | 92.0 | 0.5 | -9.1 | -0.9 | -1.6 | -0.1 | 2.9
COc1ccc(-c2ccc(CCC(=O)O)n2-c2ccccc2OC)cc1 | ? | -0.4 | -21.0 | 95.0 | 2.7 | 7.8 | 67.0* | -2.3 | -0.1 | -8.9
O=C1CC(c2ccccc2)Cc2nc(NC3CC3)ncc21 (centres undefined) | -0.2 | -0.3 | -7.0 | 96.0 | 1.2 | -5.6 | -0.2 | 0.7 | 0.6 | 3.3
O=C(O)c1cc(N/N=C/c2ccc(-c3ccccc3)cc2)ccc1Cl | -4.2 | -0.4 | -18.4 | 96.0 | 3.5 | -4.1 | 10.1 | 2.4 | -0.1 | 1.2
O=C(c1cc([N+](=O)[O-])cc([N+](=O)[O-])c1)N1CCCc2ccccc21 | 1.4 | -0.4 | -5.7 | 96.0 | . | -1.9 | -2.3 | 1.3 | 0.5 | -4.2
CCCCn1c(N)c(N(CC(C)C)C(=O)C2CCCO2)c(=O)[nH]c1=O (centres undefined) | 1.1 | 0.4 | -5.5 | 98.0 | 9.6 | -2.0 | 5.7 | 3.8 | -0.1 | 0.1
CCOC(=O)C1=C(C)NC(C)=C(C(=O)OCC)C1C(=O)OCC(=O)c1ccc2c(c1)OCCO2 | 0.4 | 0.3 | -5.4 | 95.0 | 13.5 | 12.7 | 1.4 | 0.8 | 0.1 | 13.2
O=C(N/N=C/c1ccc(Br)s1)c1ccccn1 | -10.2 | -1.6 | -6.0 | 105.0 | -2.9 | -23.5 | 6.0 | -0.6 | 0.0 | -19.2
Cc1ccc(/C=C2\CCOC2=O)cc1 | 1.5 | -0.5 | -9.1 | 97.0 | -4.0 | -0.5 | -9.7 | 2.4 | 0.0 | 2.2
CC(Nc1ccc(S(=O)(=O)N2CCN(C)CC2)cc1[N+](=O)[O-])c1ccccc1 (centres undefined) | -1.5 | -0.2 | -4.4 | 95.0 | 5.5 | 3.6 | 2.3 | -2.0 | -0.4 | -3.1
CC1(C)CC(NC(=S)NC(=O)c2cc(Br)ccc2Cl)CC(C)(C)N1 | -0.4 | -0.5 | -5.6 | 98.0 | -5.1 | -5.3 | -0.5 | -12.8 | 1.0 | -2.3
CC(C)N(Cc1nc(-c2ccc3c(c2)OCO3)no1)Cc1nccn1C | -1.4 | 1.2 | -3.3 | 96.0 | -3.9 | 15.3 | 4.1 | 2.4 | 0.0 | -3.1
Cc1cc(Cl)c2oc(C(=O)N(C)CCCCN3CCOCC3)c(C)c2c1 | 3.2 | -0.3 | -2.5 | 99.0 | 9.8 | 9.5 | 9.3 | -8.2 | 0.2 | 5.8
COc1cc(C)nc(SCC(N)=O)n1 | -0.9 | 6.1 | . | 97.0 | -7.8 | -0.4 | -4.4 | 5.8 | -0.1 | 14.0
O=c1[nH]cnc(O)c1C(c1ccc(Br)cc1)c1c(O)nc[nH]c1=O | 2.3 | -0.8 | -6.4 | 96.0 | 1.3 | -2.8 | ? | -1.1 | 0.0 | -0.9
COc1ccc(-c2ccc(C#N)c(SCC(=O)Nc3sc4c(c3C#N)CCC4)n2)cc1OC | -3.8 | -1.9 | -5.3 | 98.0 | -7.8 | 5.6 | 3.3 | 8.2 | 2.2 | -6.7
O=C(CC1Sc2ccccc2NC1=O)NNc1ccc(F)cc1 (centres undefined) | 2.4 | -4.1 | -5.5 | 96.0 | 0.0 | 1.9 | -4.3 | -1.9 | -0.2 | 1.1
O=C(N/C=C/c1ccco1)OCc1ccccc1 | 2.4 | -0.2 | -7.5 | 120.0 | -5.7 | 4.6 | -0.4 | -0.3 | -0.1 | -1.1
C(=C\c1ccccc1)/CN1CCN(C(c2cc3ccccc3o2)c2nnnn2C2CCCC2)CC1 (centres undefined) | 2.8 | -1.6 | . | 100.0 | -4.3 | . | 8.3 | -2.1 | 3.6 | -10.4
N#C/C(=N\Nc1cccc(C(F)(F)F)c1)C(=O)c1csc(-c2cccnc2)n1 | 1.4 | -0.1 | -1.5 | 110.0 | -9.9 | 3.2 | 14.7 | 8.5 | -0.2 | -12.9
Nc1ccc2nc(CCCCc3nc4ccccc4[nH]3)[nH]c2c1 | 2.0 | -0.2 | -11.7 | 100.0 | 0.1 | -0.5 | 1.9 | 0.5 | 0.0 | 3.9
Cc1cccc(NS(=O)(=O)c2cc(C(=O)N3CCc4ccccc4C3)ccc2Cl)c1C | -4.8 | -1.9 | . | 93.0 | -2.5 | -5.1 | 18.9 | -1.6 | -0.1 | 22.2
O=c1c2ccccc2nc2c3ccccc3cnn12 | 10.4 | -0.6 | -5.5 | 101.0 | -6.2 | -2.2 | -1.7 | 2.3 | -0.5 | 12.2
CC(=O)Nc1ccc(Nc2nnc(-c3ccc(O)cc3)c3ccccc23)cc1 | 2.5 | 0.1 | -2.6 | 102.0 | -5.2 | 11.0 | 16.2 | 0.1 | -0.2 | 16.6

Six compounds already listed, ordered by molecular weight, lowest first.
molecule | N-glyco inh | iPSC survival up | CaV13 FRET inh | ABCB6 inh 2 | Vif imaging | PDI turbidity | Granule exo inh | m5-HT2A agonist | aDG glyco up | Cardio protect
COc1cc(C)nc(SCC(N)=O)n1 | -0.9 | 6.1 | . | 97.0 | -7.8 | -0.4 | -4.4 | 5.8 | -0.1 | 14.0
CC(=O)Nc1ccc(S(=O)(=O)N2CCOCC2)cc1 | 1.4 | -2.3 | -6.0 | 92.0 | 0.5 | -9.1 | -0.9 | -1.6 | -0.1 | 2.9
O=C(N/N=C/c1ccc(Br)s1)c1ccccn1 | -10.2 | -1.6 | -6.0 | 105.0 | -2.9 | -23.5 | 6.0 | -0.6 | 0.0 | -19.2
O=C(CC1Sc2ccccc2NC1=O)NNc1ccc(F)cc1 (centres undefined) | 2.4 | -4.1 | -5.5 | 96.0 | 0.0 | 1.9 | -4.3 | -1.9 | -0.2 | 1.1
CC(C)N(Cc1nc(-c2ccc3c(c2)OCO3)no1)Cc1nccn1C | -1.4 | 1.2 | -3.3 | 96.0 | -3.9 | 15.3 | 4.1 | 2.4 | 0.0 | -3.1
CC(Nc1ccc(S(=O)(=O)N2CCN(C)CC2)cc1[N+](=O)[O-])c1ccccc1 (centres undefined) | -1.5 | -0.2 | -4.4 | 95.0 | 5.5 | 3.6 | 2.3 | -2.0 | -0.4 | -3.1
